Giardia FBPA inh: blocks Giardia fructose-bisphosphate aldolase activity; purified Giardia FBPA; Potency, µM (doses to about 59.6 µM), for inactives: at the highest dose activity, negative = inhibition, actives largely listed as inhibitors; 290,000 compounds, 0.71% hits; also: potency is read from the fitted curve at half-maximal effect; nearly all actives have a fitted effect of over 55% in size
Target sequence (A8B2U2 whole entry, looked up): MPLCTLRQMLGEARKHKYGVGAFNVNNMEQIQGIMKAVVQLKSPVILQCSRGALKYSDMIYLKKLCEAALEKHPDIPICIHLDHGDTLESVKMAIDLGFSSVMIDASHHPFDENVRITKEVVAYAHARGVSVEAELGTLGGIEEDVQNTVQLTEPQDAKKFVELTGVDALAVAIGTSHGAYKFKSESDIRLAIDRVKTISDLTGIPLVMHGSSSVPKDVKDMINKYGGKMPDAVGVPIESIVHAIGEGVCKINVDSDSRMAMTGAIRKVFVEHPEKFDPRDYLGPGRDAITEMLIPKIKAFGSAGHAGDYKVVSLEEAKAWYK
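Giardia FBPA (40 nM reagent) was preincubated 10 min at RT with compound (up to 57.5 uM final), then substrate plus GAPDH/TPI/NAD/arsenate coupling system with diaphorase/resazurin was added; resorufin fluorescence (525/598 nm) was read after 20 min.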
Sm TGR block: S. mansoni TGR enzyme inhibition. Q962Y6. purified TGR, DTNB reduction, TNB absorbance 405 nm. 360,000 compounds, 3% hits. Potency, µM (titrated, usually from 114 µM), for the others: top-dose activity change, negative = inhibition, hits mostly inhibitors; also: potency is read from the fitted curve at half-maximal effect; nearly all actives have a fitted effect of over 60% in size
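TGR 20 nM + NADPH 100 uM (dispensed conc.), cpd preinc 15 min RT; start with NADPH (500 uM addition) then DTNB (15 mM addition). Kinetic TNB absorbance, 405 nm filter. Four-parameter Hill fit across titration.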
HCMV inh: human cytomegalovirus inhibition; HFF cells, HCMV-luciferase reporter, 72 h; stronger effect = lower value; activity change, negative = inhibition, % at 57.5 µM; 410,000 compounds, 4.5% hits; in the data active = activity change below about -60%; inconclusive = no clear call, values can overlap the other calls; inactive = above about -39%
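Luciferase read-out from HCMV-luciferase-infected HFFs (MOI 1 PFU/cell) 72 h post infection at 37C; compounds added after 16 h cell attachment; activity normalized between buffer-only basal and Salinomycin (10uM) inhibitor controls.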
HCV inh: blocks hepatitis C virus | Huh7.5.1 HCVcc-Cre infection, luciferase reporter, 44 h | Potency, µM (titrated, usually from 41.8 µM), for inactives: at the top dose activity change, negative = inhibition, most hits filed as inhibitors | 340,000 compounds, 3.4% hits | AID 651820; also: potency is read from the fitted curve at half-maximal effect
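Luciferase read-out (15 sec integration) after a 15 min room-temperature substrate step quantifies HCVcc-Cre infection. Cells, 1,000 per well, had compound added 4 h post-plating, then virus at ~0.5 moi, and were cultured 44 h.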
AmpC no deterg: AmpC beta-lactamase inhibition without detergent; AmpC nitrocefin hydrolysis, absorbance 480 nm, 0.0001% Triton; Potency, µM (series often up to 57.1 µM), without a hit: at the top dose activity change, negative = inhibition, usual class: inhibitors; 330,000 compounds, 0.52% hits;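 also: potency is read from the fitted curve at half-maximal effect; plate controls were no compound for no effect and no enzyme for full effect; nearly all actives have a fitted effect of over 20% in size; some results filed as inactive show a strong effect at the top dose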
Target sequence (P00811 whole entry, looked up): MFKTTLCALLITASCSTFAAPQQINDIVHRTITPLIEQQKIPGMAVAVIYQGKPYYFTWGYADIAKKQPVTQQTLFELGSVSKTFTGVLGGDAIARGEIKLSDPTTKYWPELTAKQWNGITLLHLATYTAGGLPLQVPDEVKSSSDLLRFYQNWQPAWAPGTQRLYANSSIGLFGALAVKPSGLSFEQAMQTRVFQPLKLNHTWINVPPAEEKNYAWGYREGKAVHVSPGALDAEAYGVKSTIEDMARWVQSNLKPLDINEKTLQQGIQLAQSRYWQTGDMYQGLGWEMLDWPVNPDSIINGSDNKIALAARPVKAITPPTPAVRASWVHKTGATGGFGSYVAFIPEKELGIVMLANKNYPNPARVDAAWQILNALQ
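AmpC (5.3 nM in the dispensed reagent) in 20 mM phosphate pH 7.0 with 0.01% (detergent screen) or 0.0001% Triton X-100 was preincubated with compounds for 15 min at room temperature. Nitrocefin was then added from an 800 uM solution, and hydrolysis was followed at 480 nm.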
AmpC inh detg: blocks E. coli AmpC beta-lactamase in detergent assay; P00811; AmpC hydrolysis of nitrocefin, absorbance 480 nm, 0.01% Triton; 370,000 compounds, 0.041% hits; Potency, µM (doses to about 114 µM), for inactives: top-dose activity change, negative = inhibition, hits mostly inhibitors; AID 485294;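 also: potency is read from the fitted curve at half-maximal effect; 0% = no-compound wells and -100% = no-enzyme wells; nearly all actives have a fitted effect of over 25% in size; some results filed as inactive show a strong effect at the top dose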
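AmpC (5.3 nM in the dispensed reagent) in 20 mM phosphate pH 7.0 with 0.01% (detergent screen) or 0.0001% Triton X-100 was preincubated with compounds for 15 min at room temperature. Nitrocefin was then added from an 800 uM solution, and hydrolysis was followed at 480 nm.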
Numbers without * were called inactive; ? = inconclusive; / = not tested or not shown; [ ] = another dose, or the depositor's remark. Unless noted, calls follow the shape of the dose curve; as a rule, active = well fitted curve in the direction sought with a large enough effect; inconclusive = small, poorly fitted or top-dose-only effect, or another doubt; inactive = no such curve, though single readings can be large; an effect the other way counts as inactive or inconclusive. Unless noted, % is scaled to controls: 0 for no effect and ±100 for the full control effect.

Each structure is followed by: Giardia FBPA inh	Sm TGR block	HCMV inh	HCV inh	AmpC no deterg	AmpC inh detg
Cc1ccc(CC(=O)OCC(=O)c2ccc[nH]2)cc1C
→ /	/	11	37%[activator]	-18%	/
Cc1cc(=O)oc2cc(OCC(=O)N3c4ccccc4NC(=O)C3(C)C)ccc12
→ /	/	16	-1%	-28%	/
Cc1ccc(C)c(N2CCN(C(=O)c3ccc(CS(=O)(=O)c4ccc(Br)cc4)o3)CC2)c1
→ /	-1%	-20	/	/	4%
CCOC(=O)/C=C1\SCC(=O)N1CC(=O)Nc1ccccc1OC(F)F
→ 4%	0%	30	-6%	-14%	?
Cc1[nH]nc(N2CCCCCC2)c1[N+](=O)[O-]
→ 1%	-13%	-9	-8%	-12%	2%
CO/N=C(/C(=O)N[C@@H]1C(=O)N2C(C(=O)O)=CCS[C@H]12)c1cnc(N)s1
→ 16µM*	-27%	/	/	-34%	50µM*
Cc1ccc(C)c(NC(=O)c2cc(S(=O)(=O)N3CCN(c4cccc(Cl)c4)CC3)ccc2F)c1
→ /	1%	-24	/	/	3%
O=C(NNC1CC(=O)N(c2ccccc2)C1=O)c1ccco1 (stereo unspecified)
→ 8%	/	-18	9%	-14%	-6%
C=CCOc1ccc(Br)cc1/C=N/O
→ -2%	0%	-1	11µM*	-30%	?
COc1ccc(N2CCN(C(=O)CSCc3nc(-c4ccccc4Cl)oc3C)CC2)cc1
→ /	-8%	-81*	/	/	-9%
CCCCS(=O)CC(O)CSc1nc(-c2ccc(OC)cc2)cc(-c2ccccc2)c1C#N (stereo unspecified)
→ /	9%	-16	/	/	12%
Cc1ccc(S(=O)(=O)NCCC(=O)NCC(c2ccco2)N2CCCCC2)cc1C (stereo unspecified)
→ /	4%	-10	1%	-18%	-12%
FC(F)(F)c1cccc(N2CCN(C(=S)NC3CCCCC3)CC2)c1
→ 5%	-6%	?	?	-40%	-11%
NS(=O)(=O)c1ccc(CCNC(=O)c2ccc[nH]c2=S)cc1
→ 5%	-3%	34	8%	-19%	-10%
COc1ccc(-c2cc(=O)oc(-c3cccc(C)c3)n2)cc1
→ 2%	6%	-10	-7%	48%	-4%
Cc1cc(N2C(=O)C(O)=C(C(=O)c3cccs3)C2c2cccc(O)c2)no1 (stereo unspecified)
→ -3%	-24%	26	5%	-15%	-9%
Cc1onc(-c2ccccc2Cl)c1C(=O)N1CCC(C)CC1
→ 4%	0%	-37	13%	-1%	-6%
OC(CN1CCOCC1)Cn1c2ccccc2c2ccccc21 (stereo unspecified)
→ -5%	-20%	6	7%	175%[activator]	-4%
COc1ccc(Nc2cc(C(=O)N3CCc4ccccc4C3)c3ccccc3n2)c(OC)c1
→ -9%	14%	-23	10µM*	25%	-9%
CCOc1ccc(-c2cc(N3C(=O)Nc4ccccc4N3O)on2)cc1
→ 28%	-5%	-19	-6%	-15%	-11%
COc1cc(NC(=O)c2ccc3oc(=O)c(S(=O)(=O)c4ccccc4)cc3c2)cc(OC)c1
→ /	5%	-9	/	/	23%
COc1ccc(S(=O)(=O)NCC(c2ccco2)S(=O)(=O)c2cccs2)cc1F (stereo unspecified)
→ /	0.1µM*	?	/	/	-2%
CC(C)(C)C(=O)C(Oc1ccc(Cl)cc1)n1cncn1 (stereo unspecified)
→ -6%	/	9	9%	/	/
CC(N)Cc1c[nH]c2ccc(O)cc12 (stereo unspecified)
→ 4µM*	/	-6	-11%	/	/
Cc1cccc(C(=O)Nc2cc3c(cc2N2CCCCC2)n(C)c(=O)c(=O)n3C)c1
→ /	4%	-6	/	/	13%
O=C(O)CCSc1nc2ccccc2n1Cc1ccccc1
→ 9%	-1%	-5	12%	9%	?
CCN1CCN(Cc2cc(C(C)(C)C)c(O)c(C(C)(C)C)c2)CC1
→ ?	2.8µM*	0	/	-6%	2%
COc1ccccc1-n1cc(-c2ccc(C)cc2)nc1S(=O)(=O)CC(=O)Nc1ccccc1C(F)(F)F
→ /	7%	57	/	/	10%
C/C(=N\Nc1nc(-c2ccccc2)cs1)c1cccs1
→ -3%	-19%	38	2.8µM*	-30%	-20%
COCCNC(=O)COC(=O)C1=Cc2ccccc2OC1
→ 5%	-1%	-27	13µM*	-2%	5%
CCOC(=O)N1CCN(C(=O)CN(C2CCCCC2)S(=O)(=O)c2c(C)cc(C)cc2C)CC1
→ -4%	-26%	-10	-13%	139%[activator]	-11%
Cc1cc(NC(=O)CSc2nnc(CNc3ccc(F)cc3)n2C2CCCCC2)no1
→ 12%	-3%	-18	-25%	5%	?
Cc1cccc(C(=O)N/N=C/c2ccc[nH]2)c1
→ ?	3%	-28	?	-18%	-5%
O=C(CCc1nc2sc3c(c2c(=O)[nH]1)CCCC3)N1CCN(c2ccccc2)CC1
→ /	-2%	-17	40%[activator]	0%	-8%
CCCN1Cc2cccc(C(=O)Nc3ccccc3C(=O)OC)c2C1=O
→ /	18%	-9	/	/	0%
CCN1CCc2c(sc3c2c(NCc2ccco2)nc2nnnn23)C1
→ -13%	0%	7	?	-1%	0%
CCN(C(=O)COC(=O)c1cc(Cl)ccc1OC)c1c(N)n(Cc2ccccc2)c(=O)[nH]c1=O
→ /	3%	-10	2%	21%	2%
Cc1ccc(Cl)cc1NC(=O)CCN1C(=O)C2C3CCC(C3)C2C1=O (stereo unspecified)
→ 2%	0%	8	1%	-9%	2%
CC(=O)Nc1ccc(NC(=O)c2ccc(-n3c(C)ccc3C)cc2)cc1
→ -6%	0%	-32	-2%	-22%	3%
CCCCC(=O)OC1=C(C(=O)c2ccccc2)N(CCC)S(=O)(=O)c2ccccc21
→ /	-5%	-86*	/	/	-8%

Part of the list above, limited to Sm TGR block, HCMV inh and AmpC inh detg.
SMILES,Sm TGR block,HCMV inh,AmpC inh detg
Cc1cccc(C(=O)N/N=C/c2ccc[nH]2)c1,3%,-28,-5%
CCCCS(=O)CC(O)CSc1nc(-c2ccc(OC)cc2)cc(-c2ccccc2)c1C#N (stereo unspecified),9%,-16,12%

Later entries.
Each structure is followed by: Giardia FBPA inh	Sm TGR block	HCMV inh	HCV inh	AmpC no deterg	AmpC inh detg
CN1CCN(c2cnn(-c3ccccc3)c(=O)c2Br)CC1
→ 4%	10%	57	6%	-8%	-7%
Cc1onc(C(=O)Nc2ccccc2C(F)(F)F)c1[N+](=O)[O-]
→ /	-9%	0	8%	-7%	-7%
Cc1ccc(C)c(-n2c(Cc3cccs3)n[nH]c2=S)c1
→ 3%	1%	-31	8%	-14%	-2%
O=C(CNCc1cccs1)Nc1ccc(OC(F)(F)F)cc1
→ ?	-8%	3	31%[activator]	1%	3%
COc1ccc2oc(=N)c(C(=O)Nc3ccc(Cl)cc3)cc2c1
→ -2%	-13%	16	6%	-9%	?
COc1ccc(-n2c(CN3CCN(c4ccc(F)cc4)CC3)nc3ccc([N+](=O)[O-])cc3c2=O)c(OC)c1
→ -16%	-32%	-92*	-30%	50%	-12%
COC(=O)C1CCN(Cc2ccc(OCCCN3CCN(c4ccc([N+](=O)[O-])cc4)CC3)cc2)CC1
→ 2%	5%	-32	?	190%[activator]	-5%
CCc1noc(C)c1C(=O)N(CC)CC(=O)NCc1ccc(Cl)cc1
→ /	-6%	?	9%	-12%	4%
Cc1cccc(OCCOC(=O)c2ccc(F)c(S(=O)(=O)N3CCOCC3)c2)c1
→ /	5%	1	?	5%	-3%
NC(=NCCc1ccccc1)NS(=O)(=O)c1ccccc1
→ 7%	-8%	-14	26%	-20%	-5%
COc1cccc(N2CCN(CC(=O)Nc3nnc(-c4ccccc4)s3)CC2)c1
→ -4%	4%	-21	6.3µM*	-9%	-8%
CCOC(=O)C1CCN(C(=O)C2CCN(c3nn4c(=O)cc(C)nc4s3)CC2)CC1
→ /	-9%	23	5%	13%	-3%
CCNC(=S)Nc1ccc(S(=O)(=O)Nc2cc(C)nc(C)n2)cc1
→ -4%	37%[activator]	25	10%	-5%	-2%
Cc1ccc2[nH]c(=O)c(CN(CC3CCCO3)C(=O)c3cccs3)cc2c1 (stereo unspecified)
→ -1%	-4%	-2	28%	-4%	7%
COc1ccc(-c2cc(C)no2)cc1S(=O)(=O)N1CCOc2ccc(C)cc21
→ /	-8%	0	6%	-19%	-2%
O=C(CC1OC(=O)c2ccccc21)NNC(=O)c1ccc(F)cc1 (stereo unspecified)
→ /	0%	-22	16%	-19%	?
CCc1ccccc1Nc1nc2cc(Cl)c(Cl)cc2nc1-n1nc(C)cc1C
→ /	-6%	-26	/	/	2%
CCOC(=O)C1=CN(Cc2cccc(F)c2)S(=O)(=O)N(CC)C1c1ccc2ccccc2c1 (stereo unspecified)
→ /	/	-1	-27%	-31%	/
CC(c1ccccc1)N1C(=O)C2C3C=CC(C4CC34)C2C1=O (stereo unspecified)
→ 2%	-2%[57.1 µM]	?	-2%	-8%	?
COc1cc(OC)cc(C(=O)OCC(=O)Nc2ccc(F)cc2F)c1
→ 2%	-9%	-4	-27%	-22%[11.4 µM]	?
O=C(Nc1cccnc1Cl)C1c2ccccc2Oc2ccccc21
→ 6%	19%	-9	-4%	-23%	3%
Cc1cc(C)cc(NC(=O)c2ccc(CNc3c(N4CCCC4)c(=O)c3=O)cc2)c1
→ 3%	0%	0	-26%	20%	1%
CC(CNC(=O)c1nnc(Cc2ccc(F)cc2)o1)c1ccccc1 (stereo unspecified)
→ /	-2%	-14	/	/	-2%
CCOCCCNC(=O)CN1C(=O)CSc2ccccc21
→ 3%	-4%	-4	0%[8.37 µM]	-11%	-17%
CCn1nc(C)cc1C(=O)N1CCCC(Nc2ccc(C(C)C)cc2)C1 (stereo unspecified)
→ -3%	1%	26	-8%	166%[activator]	8%
CCOc1ncccc1C(=O)Nc1ccc(S(=O)(=O)N2CCCC2)cc1
→ 0%	17%	-16	-9%	-15%	?
O=C(NC1CCN(C(=S)Nc2ccc(Cl)cc2)CC1)C1CCCCC1
→ 4%	-6%	-31	-2%	-6%	-5%
O=C(Nc1cccc(Cl)c1)c1cccnn1
→ -4%	4%	16	10%	-18%	-8%
CCC(CO)Oc1cc(NC(=O)c2ccccc2F)c2ncn(C(C)C)c2c1 (stereo unspecified)
→ /	/	12	?	90%[activator]	/
COc1cccc(CN2C(=O)C3(SCC(=O)N3c3ccc(C(C)C)cc3)c3ccccc32)c1 (stereo unspecified)
→ /	4%	-37	/	/	22%
COc1ccccc1N(CC(=O)NCCSCc1ccc(C)cc1)S(=O)(=O)c1ccccc1
→ /	-1%	-15	13µM*	1%	-9%
